# Screens: PubChem BioAssay, several laboratories
# rCAG RNA binder = binders of r(CAG) RNA repeats, primary screen, biochemical, fluorescence | r(CAG) RNA repeat, TO-PRO-1 dye displacement fluorescence | inhibition, % at 3 µM | 1.3% of 370,000 active | AID 651821, 2012;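 active = inhibition above the plate cutoff, the mean of all test compounds on that plate plus 3 SD, cut at about 35% in these data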;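 also: 0% = DMSO alone and 100% = 100 µM mitoxantrone as full dye displacement; higher means more dye released from RNA so lower well fluorescence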
# PG9 Ab binder = binders of HIV-1 gp120 antibody PG9, primary screen, biochemical, TR-FRET; AID 624416, 2012; 0.43% of 360,000 active; TR-FRET gp120-PG9 antibody binding; inhibition, % at 6.7 µM; HIV-1 gp120 / PG9 antibody interaction; in the data active = inhibition above about 8.5%
# SIAE primary = human SIAE inhibitors, primary screen, biochemical, fluorescence polarization, FP-Rh probe, 1536-well HTS | SIAE FP-Rh probe binding | Sialate O-acetylesterase (Homo sapiens), Q9HAT2 | 0.69% of 370,000 active | inhibition, % at 9.66 µM | AID 1053197, 2014;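 active = inhibition above a cutoff: mean of compounds within the control limits plus 3 SD of those, cut at about 17% in these data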;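 also: 0% = plate median of compound wells and 100% = probe without SIAE protein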
# LEDGF integ inh = blockers of LEDGF/p75-dependent integrase strand transfer – biochemical, TR-FRET, high throughput, primary screen | HIV-1 integrase (with human LEDGF/p75) | TR-FRET IN-LEDGF/p75 DNA integration, Eu/Cy5 | inhibition, % at 3.7 µM | 0.64% of 370,000 active | AID 743269, 2014;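 active = inhibition above the screen-wide mean plus 3 SD, cut at about 13% in these data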;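 also: signal is the Cy5 over europium emission ratio at 671 and 618 nm; 0% = plate median of compound wells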
# HTRA1 inh = HTRA1 serine protease inhibitors, primary screen, biochemical, fluorescence polarization, HTS; AID 504803, 2011; inhibition, % at 5.96 µM; 0.5% of 340,000 active; recombinant HTRA1, FP-rhodamine activity-based probe; Q92743; in the data active = inhibition above about 36%;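 also: 0% = enzyme with DMSO and 100% = wells lacking enzyme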
# TCR-CD3 inh = inhibitors of human TCR-CD3 interaction, primary screen, biochemical, fluorescence, TAMRA-labeled TCR probe | T-cell receptor (TCR) | inhibition, % at 9.4 µM | 0.37% of 360,000 active | AID 651800, 2012; in the data active = inhibition above about 19%;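 also: recombinant mutant TCR 2C K166C tagged with TAMRA read by polarization; 0% = receptor in buffer alone and 100% = receptor with positive control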
# ABHD4 inh = ABHD4 inhibitors, primary screen, biochemical, fluorescence polarization, mouse; inhibition, % at 8.92 µM; (Lyso)-N-acylphosphatidylethanolamine lipase (Mus musculus), Q8VD66; purified mABHD4, FP-Rh probe fluorescence polarization; 0.54% of 370,000 active;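 active = inhibition exceeding the mean over every tested compound plus 3 SD, cut at about 30% in these data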;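 also: 0% = plate median of compound wells and 100% = S159A mutant with DMSO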
#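 Assay system: mABHD4 protein; medium: HEPES pH 7.0, NaCl, Pluronic buffer; dosing: 8.92 µM, single dose; schedule: 45 min + 60 min at 25 °C; signal: FP readout, ex 525 nm / em 598 nm; read-out: normalized percent inhibition of probe labeling; repeats: single replicate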
# PRMT1 inh = PRMT1 methyltransferase inhibitors, primary screen, biochemical, fluorescence polarization; 1.3% of 370,000 active; inhibition, % at 2.79 µM; recombinant PRMT1, activity-based probe fluorescence polarization;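 active = inhibition above about 21% made by adding two undisclosed values, limit read from the data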
# Target sequence (Q99873 whole entry, looked up): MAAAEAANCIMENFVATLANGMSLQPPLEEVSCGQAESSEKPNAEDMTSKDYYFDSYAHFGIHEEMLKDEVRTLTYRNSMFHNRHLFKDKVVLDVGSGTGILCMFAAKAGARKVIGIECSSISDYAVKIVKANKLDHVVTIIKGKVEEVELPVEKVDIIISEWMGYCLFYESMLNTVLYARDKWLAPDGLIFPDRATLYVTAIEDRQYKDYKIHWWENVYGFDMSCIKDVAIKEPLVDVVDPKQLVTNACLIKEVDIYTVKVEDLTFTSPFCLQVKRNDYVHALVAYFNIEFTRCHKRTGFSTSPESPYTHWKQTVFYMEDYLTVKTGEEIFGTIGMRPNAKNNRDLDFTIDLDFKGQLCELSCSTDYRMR
# Rev-erbA mod = modulators of Rev-erb alpha DNA binding, primary screen, biochemical, FITC-DNA, fluorescence polarization, uHTS; activity, % at 10 µM; 0.79% of 370,000 active; Rev-erbα–FITC-DNA binding, 90 min;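 active = activity above about 14%, limit read from the data; passing the limit was not always enough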;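 also: 0% = DMSO wells with 35 nM protein and 100% = DMSO wells with 750 nM protein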
# Target sequence (P20393 whole entry, looked up): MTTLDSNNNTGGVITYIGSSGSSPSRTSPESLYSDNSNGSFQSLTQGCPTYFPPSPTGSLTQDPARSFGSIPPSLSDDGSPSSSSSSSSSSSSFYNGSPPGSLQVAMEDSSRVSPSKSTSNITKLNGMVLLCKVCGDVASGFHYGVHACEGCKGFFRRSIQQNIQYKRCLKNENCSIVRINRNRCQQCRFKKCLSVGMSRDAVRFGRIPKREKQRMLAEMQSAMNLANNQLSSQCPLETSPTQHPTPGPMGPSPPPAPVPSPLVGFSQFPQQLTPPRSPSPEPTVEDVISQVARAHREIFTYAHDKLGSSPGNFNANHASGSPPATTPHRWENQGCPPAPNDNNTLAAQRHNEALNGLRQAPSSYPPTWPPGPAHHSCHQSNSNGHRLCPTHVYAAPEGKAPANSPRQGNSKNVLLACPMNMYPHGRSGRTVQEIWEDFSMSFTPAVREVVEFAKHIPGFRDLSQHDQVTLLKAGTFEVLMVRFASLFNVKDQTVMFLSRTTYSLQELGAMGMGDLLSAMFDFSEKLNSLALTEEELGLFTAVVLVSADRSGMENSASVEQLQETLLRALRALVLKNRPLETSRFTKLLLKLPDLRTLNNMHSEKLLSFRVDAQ
# TDP2 absorb = human TDP2 enzyme inhibitors, primary screen, biochemical, epi absorbance, recombinant enzyme; Tyrosyl-DNA phosphodiesterase 2 (Homo sapiens), O95551; T5PNP hydrolysis, p-nitrophenol absorbance 415 nm; inhibition, % at 12.8 µM; 0.34% of 370,000 active;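 active = inhibition above the mean of all tested compounds plus 3 SD, set per campaign, cut at about 25% in these data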;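 also: 0% = DMSO with enzyme and 100% = buffer with substrate but no TDP2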
#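 Material: recombinant human TDP2; quantity: TDP2 enzyme at 120 nM final; medium: Tris-HCl pH 7.5 with MgCl2; compound: single concentration, 12.8 µM nominal, with 1% DMSO; incubation: 2 h enzyme incubation at 37 °C; signal: epi absorbance; measure: percent inhibition; benchmarks: high control without enzyme, low control DMSO plus TDP2; repeats: singlicate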
# An asterisk follows results filed as active; nt = no result given. The list is partial. The share of hits here may be higher or lower than overall.
Molecule	TCR-CD3 inh	TDP2 absorb	PRMT1 inh	PG9 Ab binder	HTRA1 inh	Rev-erbA mod	rCAG RNA binder	LEDGF integ inh	ABHD4 inh	SIAE primary
Cc1cc(NC(=O)CSc2nc3c([nH]c4ccccc43)c(=O)n2-c2ccccc2F)no1	2	17	0	-1.4	-54	-6	11	0	10	-6
O=C(NCc1ccccc1Cl)c1cc2ccccc2oc1=O	-1	16	2	-0.1	-1	-3	5	0	-4	-5
COc1ccc2oc(C(=O)N(C)CCOc3ccccc3)c(C)c2c1	-4	9	-4	0.5	-16	1	-2	7	-7	3
COc1ccc(-n2nnnc2SCC(=O)Nc2nc3c(s2)CCCC3)cc1	-4	-8	2	-1.8	-25	6	4	-5	-7	-9
O=C(NC12CC3CC(CC(C3)C1)C2)c1ccc(=O)oc1	-3	0	-1	-0.4	1	3	-1	-1	6	-7
Cc1ccc(CSc2nc3c(c(N(C)C)n2)CCCC3)cc1	3	-9	-3	-0.4	-27	-1	3	2	0	-1
CCC1=C(OC(=O)N(CC)CC)N2C(=O)OC(=NCCc3c[nH]c4ccccc34)[C@]2(Cc2ccccc2)[C@H]2C1=CC[C@H]1C(=O)N(C)C(=O)[C@H]12	-5	1	2	-1.4	-18	-4	4	-3	0	1
COc1ccc(N2CCN(C(=O)c3ccc(CNS(=O)(=O)c4cccc(OC)c4)cc3)CC2)cc1	3	-6	3	0.4	-2	-3	-2	2	3	5
OC(CCN1CC2CCC(CC2)C1)(Cc1ccccc1)c1ccco1 (configuration not stated)	3	-2	10	-0.9	3	3	5	-4	37*	14
CC[C@@]1(c2cccc(Cl)c2)C(=O)N(C(=O)OC(C)C)N1C(=O)OC(C)C	nt	-9	3	nt	nt	1	-1	2	1	7
CC1(C)Cc2cccc(OCC(=O)OCC(=O)Nc3ccc(C(N)=O)cc3)c2O1	-5	0	-5	-2.2	2	-1	-1	5	0	-5
CN(C)CCCNC(=S)N1CCN(c2nc(-c3ccccc3)cs2)CC1	5	-17	-1	-3.6	6	3	1	-1	-3	5
COc1ccc(CC(=O)N/N=C(\C)CC(=O)Nc2ccc3c(c2)OCCO3)cc1OC	0	-1	0	3.4	0	-5	5	1	3	3
COC(=O)c1cc(NC(=O)Cc2ccccc2[N+](=O)[O-])cc(C(=O)OC)c1	-1	-3	-3	-1.2	-9	0	4	2	-3	-3
Cc1cccc(N2CCN(C(=O)CNC(=O)c3ccccc3)CC2)c1C	4	-1	-4	-1.5	9	3	-8	6	-5	3
COc1ccc(-c2oc(=O)c3cc(OC)c(OC)cc3c2C#CC2(O)CCCCC2)cc1	4	1	0	-0.4	-7	27*	5	0	-8	-1
O=C(Cn1nc(-c2ccc(Cl)cc2)ccc1=O)NCC1CCCO1 (configuration not stated)	-2	-6	-4	0.9	-2	4	7	2	1	-1
Cc1ccccc1OCCC(=O)OCC(=O)Nc1c(C)nn(-c2ccccc2)c1C	0	1	-1	-1.0	4	0	-7	4	-3	-2
O=C1c2ccccc2-c2nc3ccccc3nc21	-1	10	1	-0.9	3	-6	4	0	2	-2
CC(=O)c1c(C)cc(C)c(CSc2nnc(-c3ccco3)o2)c1C	0	3	-1	-2.5	-3	-5	-3	-2	-13	-3

# Some of these compounds in order of molecular weight, lowest first:
Molecule	TCR-CD3 inh	TDP2 absorb	PRMT1 inh	PG9 Ab binder	HTRA1 inh	Rev-erbA mod	rCAG RNA binder	LEDGF integ inh	ABHD4 inh	SIAE primary
Cc1cccc(N2CCN(C(=O)CNC(=O)c3ccccc3)CC2)c1C	4	-1	-4	-1.5	9	3	-8	6	-5	3
Cc1ccccc1OCCC(=O)OCC(=O)Nc1c(C)nn(-c2ccccc2)c1C	0	1	-1	-1.0	4	0	-7	4	-3	-2
COc1ccc(-c2oc(=O)c3cc(OC)c(OC)cc3c2C#CC2(O)CCCCC2)cc1	4	1	0	-0.4	-7	27*	5	0	-8	-1

# The list continues.
Molecule	TCR-CD3 inh	TDP2 absorb	PRMT1 inh	PG9 Ab binder	HTRA1 inh	Rev-erbA mod	rCAG RNA binder	LEDGF integ inh	ABHD4 inh	SIAE primary
CCn1cc(C(=O)NCc2ccco2)c(=O)c2cc(S(=O)(=O)N3CC(C)CC(C)C3)ccc21 (configuration not stated)	3	9	-5	0.1	-6	-1	4	4	5	-3
COc1ccc(C2CCCN2C(=S)Nc2ccccc2C)cc1OC (configuration not stated)	0	1	2	-1.1	-6	-1	8	-4	-3	-5
CCOc1ccc(N(Cc2cc3cc(C)ccc3[nH]c2=O)S(=O)(=O)c2ccccc2)cc1	6	-16	1	-1.0	-5	9	2	4	5	0
Cc1ccc(S(=O)(=O)Nc2ccc3c(c2)C(=O)N([C@@H](C)CO)C[C@@H](C)[C@@H](CN(C)CC2CC2)OCCCC[C@@H](C)O3)cc1	3	-1	2	-1.4	-4	-7	2	5	3	5
S=C(NCCc1ccccc1)NC1CC1	4	4	-3	-0.8	-3	5	0	-3	-1	3
O=C(CCCn1c(=O)[nH]c2cc(Cl)ccc2c1=O)NCCC1=CCCCC1	5	3	-4	-0.4	8	6	-4	0	11	-7
CCOc1ccc(C2C([N+](=O)[O-])=C(C)N(C)C(=O)N2C)cc1OC (configuration not stated)	4	-4	-1	-0.8	-2	-2	-3	1	2	-1
COc1ccc(-c2nc(CS(=O)(=O)CC(=O)NC3CCC(C)CC3)c(C)o2)cc1 (configuration not stated)	-4	-6	0	0.5	0	-5	-2	-1	5	-2
O=C1N(Cc2cccc(Cl)c2)C[C@@H]2C[C@@H](c3ccc4nonc4c3)N3CCC[C@@]123	2	-10	5	2.9	-11	1	-8	-7	-1	-8
CN(C)c1cccc(C(=O)OCC(=O)N2CCc3ccccc3C2)c1	8	0	-1	-0.4	0	1	-4	-2	1	8
O=C(Cc1cccs1)N(c1ccc(F)cc1)C1(C(=O)NC2CCCCC2)CCCC1	3	4	0	-2.1	-8	2	-6	0	3	-2
CCN(C1CCCCC1)S(=O)(=O)c1ccc(-n2cnnn2)c(C)c1	6	-8	-4	-1.7	3	-3	-3	2	-5	-6
CC(C)C[C@@H](CO)N1CCN(Cc2ccccc2)CCC1=O	5	-2	0	0.8	6	1	-5	1	5	-2
C[C@H](CO)N1C[C@H](C)[C@@H](CN(C)C(=O)Nc2ccc(C(F)(F)F)cc2)Oc2ccc(NS(=O)(=O)c3ccc(F)cc3)cc2C1=O	-4	-6	1	-1.2	-24	-3	8	-1	-15	-15
O=C(Nc1ccc2c(c1)[nH]c(=O)c1ccccc12)C(F)(F)F	-6	-2	1	0.9	-4	11	4	-2	-2	0
COc1ccc2nc(NC(=O)c3ccccc3C(=O)O)sc2c1	-7	6	-1	-0.1	8	-2	2	-1	2	6
CCn1cc(C(=O)NCC(OC)OC)c(=O)c2cc(S(=O)(=O)N3CCCC3)ccc21	2	10	-2	0.9	8	3	-4	0	4	-2
CC1CCCCN1C(=S)NC(=O)c1cc(Br)ccc1Cl (configuration not stated)	-1	2	3	0.0	-2	-6	3	5	1	3
O=C(CN1CCCCC1)N1c2ccccc2Sc2ccc(C(F)(F)F)cc21	3	0	1	-0.4	-19	2	-9	-3	4	3
O=C(Nc1ccccc1C(F)(F)F)Nc1cccc2ccccc12	5	0	5	-4.2	5	0	0	4	6	0
CC(=O)C1=C(O)C(=O)N(c2ccc(C(=O)O)cc2)C1c1ccccc1 (configuration not stated)	5	5	0	-2.2	1	-1	0	-2	9	0
N#CCCN(C(=O)COC(=O)c1nc(Cl)ccc1Cl)c1ccccc1	-2	5	3	0.2	2	0	-4	-3	7	-1
CCCNC(=O)c1c(C)cc(=O)oc1C	5	5	-4	-0.6	-4	2	-1	-3	-1	-4
Cc1ccc2[nH]c(=O)c(CN(CCCN3CCOCC3)C(=O)Nc3ccc(Cl)cc3)cc2c1	2	2	4	1.4	-7	0	-2	-1	3	-4
CCCCNS(=O)(=O)c1ccc2nc(SCC(=O)Nc3ccccc3Cl)[nH]c2c1	-1	-6	2	-0.3	-54	0	17	-2	-27	-31
O=C1[C@H](Cc2ccccc2)NCCCC[C@H](c2ccc(Cl)cc2)N1Cc1ccccc1	-3	0	-1	-1.7	-45	3	0	0	-4	-2
NC(=O)c1sc2nc(N3CCOCC3)c3c(c2c1N)CCCC3	-4	8	26*	0.2	-5	-1	5	-1	6	2
C(=C\c1nccc2c1[nH]c1ccccc12)/c1ccccc1	6	1	-1	-2.2	-52	3	8	2	-9	-1
O=C(Nc1cccc(Cl)c1)c1csc(COCCO)n1	2	-9	-2	0.0	nt	-1	3	5	2	-4
O=C(OCc1ccccc1)[C@H](Cc1ccccc1)NC(=O)[C@@H]1CC=C[C@@H]2CCN(CCc3ccccc3)C(=O)[C@@H]21	nt	-2	0	nt	nt	-3	nt	3	-1	7
O=C(C[n+]1ccccc1)N/N=C/c1ccccc1Cl	5	-2	0	0.4	-3	1	2	1	0	-4
CCCC(=O)NC(=S)Nc1ccc(S(=O)(=O)N2CCc3ccccc32)cc1	1	-8	-2	0.4	nt	-5	5	0	-26	-26
Cc1ccc(Sc2ncccc2C(=O)O)cc1	-3	2	3	-0.7	-1	4	0	2	5	3
COc1ccccc1C(=O)N/C(=C\c1ccc(Br)cc1)C(=O)NCC(=O)O	9	6	0	-2.9	5	6	5	-2	2	6
Cc1cccc(C(=O)NNC(=O)c2ccc(NC(=O)C(C)(C)C)cc2)c1	6	-4	3	1.9	-5	6	-3	-4	3	5
CCN(CC)C(=O)[C@H]1CC(CC(=O)NCCCOC)C(=O)N2CCc3c([nH]c4ccccc34)[C@]12C (some centres not stated)	-11	-13	-6	1.1	4	3	-1	3	-4	1
CCOC(=O)C(CC)n1nc(C)n2c(cc3sccc32)c1=O (configuration not stated)	6	8	0	-1.1	-3	9	1	1	1	12
CCn1c(SCC(=O)Nc2ccc(C)cc2)nc(O)cc1=O	-12	4	3	3.4	4	3	14	-3	5	-1
COc1ccc(CN2CC(C(=O)NCCC3=CCCCC3)CC2=O)cc1 (configuration not stated)	2	8	1	1.1	8	-2	-9	0	1	3
COc1ccc(NC(=O)C(c2cccc3ccccc23)n2c(=O)c(-c3ccco3)nc3ccccc32)cc1 (configuration not stated)	-2	-2	1	1.9	nt	0	20	-2	-34	-16
OC(Cn1cncn1)(c1ccc(F)cc1)c1ccc(Cl)cc1 (configuration not stated)	-2	13	0	0.5	-3	-4	-6	1	-1	0
